Assay outcomes from PubChem.
MEKK3 PB1 HTS – raises or lowers MEK5 binding to the human MEKK3 PB1 domain; Q99759; bead-based flow cytometry, Alexa488-MEK5 binding to MEKK3; actives lie on both sides; 0 = blocked by unlabeled MEK5, 100 = vehicle; binding response (% of control), % at 10 µM; 1.4% of 290,000 active;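 active = binding response more than 3 SD above or below the average of its plate-row segment, actives on both sides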;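 also: Alexa488 bead fluorescence after subtracting the streptavidin-only scavenger bead signal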
Target sequence (Q99759 whole entry, looked up, the tested form may be a part): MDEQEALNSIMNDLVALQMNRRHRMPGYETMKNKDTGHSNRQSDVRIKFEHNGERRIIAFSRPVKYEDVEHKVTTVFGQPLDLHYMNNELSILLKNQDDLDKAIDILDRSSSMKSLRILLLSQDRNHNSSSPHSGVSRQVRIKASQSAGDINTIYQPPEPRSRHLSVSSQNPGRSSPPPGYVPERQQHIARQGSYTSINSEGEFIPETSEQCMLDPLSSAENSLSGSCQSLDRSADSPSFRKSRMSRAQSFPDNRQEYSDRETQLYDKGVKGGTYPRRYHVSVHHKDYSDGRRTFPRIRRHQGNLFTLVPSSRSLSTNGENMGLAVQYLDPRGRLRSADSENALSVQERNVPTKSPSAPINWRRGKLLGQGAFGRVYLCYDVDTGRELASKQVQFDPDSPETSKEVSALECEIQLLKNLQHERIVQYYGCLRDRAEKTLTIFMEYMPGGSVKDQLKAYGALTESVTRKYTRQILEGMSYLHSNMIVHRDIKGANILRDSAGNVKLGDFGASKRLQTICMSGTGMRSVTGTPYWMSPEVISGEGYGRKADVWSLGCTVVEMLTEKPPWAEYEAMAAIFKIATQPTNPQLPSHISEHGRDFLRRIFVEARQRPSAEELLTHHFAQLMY
MEKK2 mut-MEK5 – signal of MEK5 binding to mutant human MEKK2 PB1 domain; bead flow cytometry, Alexa488-MEK5 binding to MEKK2 mutant; percent response, % at 10 µM; 0.35% of 290,000 active; AID 1530; in the data active = percent response above about 24%, passing the limit was not always enough; also: inactives centre near 1; some results filed as inactive read as strong as hits
NS3 helicase inh – blocks Hepatitis C virus NS3 helicase unwinding; 0.56% of 290,000 active; NS3 helicase DNA unwinding, Cy5 molecular beacon fluorescence; inhibition, % at 10.9 µM;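 active = inhibition above the mean of all tested compounds plus 3 SD, set per campaign, cut at about 35% in these data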;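 also: 0% = DMSO wells and 100% = thioflavine S control wells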
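System: Hepatitis C virus NS3 helicase domain fragment enzyme | Reagent: Annealed dual-labelled DNA beacon duplex, ATP-started | Compound dosing: 10.9 µM single point, 0.8% DMSO | Incubation: 1 h reaction at 25 °C, ATP-initiated | Technique: Cy5 fluorescence | Evaluation: Percent inhibition from t60/t0 fluorescence ratio | Benchmarks: Low DMSO, high thioflavine S at 110 µM | Replication: Singlicate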
CRFR2-BP ag – agonists of human CRF-binding protein/CRF-R2 receptor complex. HEK293 CRF-R2/CRF-BP, calcium dye fluorescence (FLIPR); percent of saturating CRF peptide response. activation, % at 13.2 µM. 0.46% of 350,000 active. AID 588473;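 active = activation of at least 50%, plus an integration ratio under a set limit after plate pattern correction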;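 also: plate controls were neutral control wells without compound for no effect and CRF at EC100 for full effect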
MEKK2wt PB1 HTS – raises or lowers MEK5 binding to wildtype human MEKK2 PB1 domain | Q9Y2U5 | bead flow cytometry, Alexa488-MEK5 binding to MEKK2 WT; actives lie on both sides | binding response (% of control), % at 10 µM | 1.1% of 290,000 active; in the data active = binding response below about 67% or above about 130%
DNA FID counter – fluorescent intercalator displacement, NS3 helicase counter-screen. DNA fluorescent intercalator displacement, fluorescence. inhibition, % at 7.9 µM. 0.17% of 290,000 active. AID 1845; in the data active = inhibition above about 37%;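 also: 0% = vehicle and 100% = reference compound; higher means more ethidium bromide displaced from hairpin DNA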
GalR3 antagonist – antagonists of human GalR3. O60755. HEK293 GalR3-CNG cAMP membrane potential fluorescence; galR3 body fused to GalR1 C-terminus. inhibition, % at 3 µM. 0.44% of 360,000 active;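 active = inhibition above the screen-wide average plus 3 SD, cut at about 13% in these data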;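 also: forskolin and galanin both at EC90 stimulate the cells; cAMP rise reported by CNG channel membrane potential dye signal; 0% = forskolin plus galanin with DMSO and 100% = forskolin alone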
Target sequence (O60755 1-299 limits assumed): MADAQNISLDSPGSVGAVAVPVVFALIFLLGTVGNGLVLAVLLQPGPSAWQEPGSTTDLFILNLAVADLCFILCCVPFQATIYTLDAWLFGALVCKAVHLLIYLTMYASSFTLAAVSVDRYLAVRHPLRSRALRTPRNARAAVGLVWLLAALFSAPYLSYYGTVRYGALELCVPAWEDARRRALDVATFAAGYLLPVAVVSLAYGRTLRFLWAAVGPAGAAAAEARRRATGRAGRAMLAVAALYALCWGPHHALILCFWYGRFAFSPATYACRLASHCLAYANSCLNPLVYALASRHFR
UBC9 SUMO inh – inhibitors of human SUMOylation (UBC9). P63279. 0.36% of 290,000 active. AID 2006. inhibition, % at 35 µM. HTRF SUMOylation assay, SAE1/SAE2 + UBC9, in vitro; in the data active = inhibition above about 50%, passing the limit was not always enough; also: strong numbers were not always called active
Target sequence (P63279 whole entry, looked up): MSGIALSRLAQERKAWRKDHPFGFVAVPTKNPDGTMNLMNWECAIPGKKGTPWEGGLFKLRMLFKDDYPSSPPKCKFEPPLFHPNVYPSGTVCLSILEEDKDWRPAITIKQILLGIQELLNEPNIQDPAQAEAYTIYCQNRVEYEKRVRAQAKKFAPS
CRFR2-BP antag – blocks CRF-induced signaling of the CRF-BP/CRF-R2 complex | HEK293 CRF-R2/CRF-BP, CRF-induced calcium fluorescence | inhibition, % at 11.8 µM | 0.59% of 350,000 active | AID 588475;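 active = inhibition of the ligand-induced calcium signal above about 50% at the single tested concentration, limit read from the data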
An asterisk follows results filed as active; · = not tested or not shown.

SMILES	MEKK3 PB1 HTS	MEKK2 mut-MEK5	NS3 helicase inh	CRFR2-BP ag	MEKK2wt PB1 HTS	DNA FID counter	GalR3 antagonist	UBC9 SUMO inh	CRFR2-BP antag
COc1ccc(-c2n[nH]c(=S)n2/N=C/C=C/c2ccccc2OC)cc1	96	6	-5	2.7	96	-7	-2	24	-3
O=C(NCc1ccncc1)C(=O)N/N=C/c1cccnc1	104	2	5	-0.4	97	4	-7	5	-5
CN(C)c1cccc(C(=O)N/N=C/c2ccsc2)c1	95	-1	-12	-1.6	98	-2	4	3	15
CC1CCC2C(=O)N(c3ccc(C(=O)Oc4cccc5cccnc45)cc3)C(=O)C2C1 (centres undefined)	105	14	-8	3.3	110	4	-11	-3	-9
Cc1cc(C)nc(SCc2ccc(C(=O)N/N=C/c3cccc(O)c3O)cc2)n1	98	-1	31	-0.4	97	-10	5	35	-49
CCc1cc(C(=O)N2CCN(c3ccccc3OC)CC2)sc1C	103	-1	-4	-0.8	101	-43	-9	-1	-6
Cc1cnc(C(=O)OCC(=O)NCc2ccccc2)cn1	90	-4	-3	-0.4	96	1	-7	-2	-16
Cn1nc(C(=O)NNc2c(F)c(F)cc(F)c2F)c2ccccc2c1=O	108	1	19	-0.9	98	2	-3	-14	-7
CCNS(=O)(=O)c1ccc(CCC(=O)N2CCc3ccccc3C2)cc1	98	3	-6	0.8	97	-21	-2	-2	-8
CN(C)c1ccc(N2C(=O)CC(c3ccccc3)CC2=O)cc1	100	-1	-10	0.3	100	-4	1	10	-22
COC(=O)c1cc2nc(-c3ccc(C)cc3)cc(C(F)(F)F)n2n1	103	-6	0	-0.5	95	2	-2	4	-11
O=[N+]([O-])c1ccc(NCCCN2CCOCC2)c(Cl)c1	98	3	2	-1.7	101	5	-4	10	-5
Fc1ccccc1OCCCCCCN1CCCC1	106	22	-7	0.6	141*	4	-5	23	28
O=C(NC(NNc1ccc([N+](=O)[O-])cc1)(C(F)(F)F)C(F)(F)F)c1ccc(F)cc1	113	-1	2	30	101	1	-1	8	33
COc1ccc(CCC(=O)Nc2nc3c(s2)CN(C)CC3)cc1OC	101	6	-2	0.7	105	2	-2	-11	-5
CC(CCc1ccccc1)NC(=O)CN1CCN(c2ccc(O)cc2)CC1 (centres undefined)	106	-2	16	-0.2	98	-13	-1	-4	22
CN(C)c1ccc(-c2c(-c3ccc4c(c3)OCO4)noc2-c2ccsc2)cn1	106	-1	-3	2.0	101	-12	·	-1	-1
CC(=O)Oc1ccc2c(=O)c(-c3ccccc3)c(C)oc2c1	107	6	6	0.6	102	-10	-2	27	12
Clc1cccc(Nc2nc(N3CCOCC3)nc(N3CCOCC3)n2)c1	101	3	5	-1.7	100	-26	-7	3	-4
Cc1ccc(C(=O)N[C@H](C(=O)Nc2sccc2C(N)=O)C(C)C)cc1	97	-10	0	-0.3	94	-20	-7	-8	-8
Cc1cccc(C)c1NC(=O)CS(=O)CC(=O)NC1CCCc2ccccc21 (centres undefined)	132*	6	8	-0.5	128	-9	0	-1	6
O=C(Nc1ccon1)c1ccc(Cl)c(S(=O)(=O)N2CCCCC2)c1	109	12	4	0.8	110	-25	-3	0	2
CCCC[C@H]1COCCS(=O)(=O)N1Cc1ccc(C)cc1	100	-3	-12	1.0	101	-31	-4	11	-4
COc1ccc(C(=O)NC(=S)N2CCNC(=O)C2CC(=O)OC(C)C)cc1 (centres undefined)	104	8	2	-1.7	107	-16	-1	-4	7
CCCC(=O)NNc1c2ccccc2nc2ccccc12	99	23	4	0.5	116	1	1	-11	7
Cn1cc(CNC(=O)C2c3ccccc3Oc3ccccc32)cn1	95	-1	3	0.8	100	-7	-1	9	2
Cc1nn(CC(C)C)c(Cl)c1C(=O)N(C)CC(=O)Nc1c(Cl)cccc1Cl	104	5	-7	0.1	107	-17	-3	11	-3
CN(C)c1ccc(/C=C2\SC(=O)N(CC(O)Cn3c4ccccc4c4ccccc43)C2=O)cc1 (centres undefined)	126	3	9	96*	95	-1	3	30	-103
CCOC(=O)C1(Cc2ccc(OC)cc2)CCN(C(=O)Cc2cccnc2)CC1	105	9	-14	-0.8	104	-21	-7	22	-9
CS(=O)(=O)N1CCCC(C(=O)Nc2ccccc2F)C1 (centres undefined)	103	13	11	0.8	101	-7	-7	8	13
COC(=O)CC1C(=O)NCCN1C(=O)c1ccccc1 (centres undefined)	110	7	-3	0.1	112	-2	-1	-4	-4
Oc1ccc(Br)cc1CNc1cnc2ccccc2c1	103	-2	-20	1.9	98	-6	-10	-4	0
CC1CC(C)CN(c2nc(NCc3ccco3)nc(N)c2[N+](=O)[O-])C1 (centres undefined)	109	-2	-2	-1.4	102	-2	-11	-19	-6
CCOC(=O)c1c(CNc2ccncc2)n(C)c2cc(Br)c(O)cc12	106	2	-6	-1.4	112	8	-8	0	-5
COc1ccc2c(c1)Sc1ccccc1N2CCN(C)C	99	1	-23	9.8	110	14	·	-11	-28
COc1cc(/C=C(\NC(C)=O)C(=O)Nc2cccc(O)c2)ccc1OC(C)=O	104	4	5	8.9	110	-4	-12	18	-5
CON1C(=O)C(=O)N(OC)C(C)(C)C1C (centres undefined)	97	-2	-4	-2.3	92	9	-10	28	3
COc1cccc(/C=N/NC(=O)c2c(C)nc3ccc(Cl)cn23)c1O	104	2	31	0.3	105	-12	-5	-11	13
COc1ccc(S(=O)(=O)N(CC(=O)NC(C)C)Cc2ccccc2)cc1	94	-1	-4	-1.7	99	-15	-4	16	36
CCCNC(=O)CN(Cc1ccco1)S(=O)(=O)c1ccc(OCC)cc1	88	-3	-3	-3.4	90	-7	6	10	-5
CCC(C)NC(=O)CCC(=O)Nc1ccc2nc(N3CC(C)CC(C)C3)cc(C)c2c1 (centres undefined)	103	90*	1	-1.3	9.0*	-5	-7	-10	-32
Clc1ccc(-c2ccc(/C=N/Nc3cc(N4CCOCC4)nc(N4CCOCC4)n3)o2)cc1	108	10	-7	0.4	110	-4	-1	-11	-3
Cc1cc(/C=C2/SC(=O)NC2=O)c(C)n1-c1ccc(N2CCOCC2)cc1	109	0	0	-5.8	105	-12	3	0	-84
CCCN1CCN(C(=O)c2cc(COc3ccc4ncccc4c3)on2)CC1	97	2	-2	2.9	97	-7	-10	-3	1
CCOC(=O)N1CCN(C(=O)CN(C)S(=O)(=O)c2ccc(F)cc2)CC1	100	1	6	-0.4	103	-11	-2	8	-1
Cc1cc(C)c(NC(=O)c2cc(=O)c3ccccc3o2)c(C)c1	103	-1	8	-1.0	100	-11	5	0	5
COc1ccc(-n2c(CCc3ccccc3)nnc2SCC(=O)c2ccccc2)cc1	98	0	-4	-0.5	97	-33	-6	-4	9
COc1ccc(CN(C(=O)COc2ccc(C)c(C)c2)C2CCS(=O)(=O)C2)cc1OC (centres undefined)	102	11	5	-5.1	116	-39	·	11	24
O=C(Nn1c(COc2ccccc2)nc2ccccc2c1=O)C(Cl)(Cl)Cl	98	6	-6	-0.9	100	-9	-8	7	7
CC(C)(C)N/N=C/c1c(O)n(-c2ccc(Cl)cn2)c(=O)c2ccccc12	94	-2	3	0.8	95	-5	-11	-2	3
CCOC(=O)c1c(C)[nH]c(C(=O)COC(=O)COc2ccc(OC)cc2)c1C	101	18	0	0.9	103	-2	4	1	14
COc1ccc(/C=C2\CC/C(=C\c3ccc(OC)cc3OC)C2=O)c(OC)c1	93	-13	12	88*	79	-3	-2	3	-84
Cc1ccc(C2=N/C(=C/N3CCOCC3)C(=O)O2)cc1	85	-5	2	-0.2	91	-4	-3	-11	16
CCOC(=O)c1csc(NC(=O)c2ccc(S(=O)(=O)N(C)C)cc2)n1	100	-2	1	0.1	97	-16	-7	30	3
CCn1cc(C(=O)N(C)Cc2ccc(OC(F)F)cc2)c(=O)c2ccc(C)nc21	98	0	-2	-2.5	104	-37	-9	6	12
CSc1ccc(/C=C(/Sc2nnc(-c3ccccc3)o2)C(=O)O)cc1	101	-1	-5	0.9	96	1	-2	-1	-18
Cc1cc(C)nc(SCC(=O)Nc2cccc(S(=O)(=O)N(C)C)c2)n1	86	-11	1	4.2	85	-6	-1	-19	2
CCOc1ccc(NC(=O)c2ccc3c(c2)N(Cc2ccc(F)cc2)C(=O)CS3=O)cc1 (centres undefined)	106	0	8	0.0	101	-16	0	-10	-14
CC(C)CC(NC(=O)C1CCC(C)CC1)C(=O)Nc1ccc2c(c1)OCCO2 (centres undefined)	100	2	6	6.9	102	-21	0	-6	-43
CCOC(=O)Cn1nc(-c2ccccc2)c(-c2ccccc2)nc1=O	100	-4	-4	-2.3	100	-21	-6	2	-5

Later entries:
SMILES	MEKK3 PB1 HTS	MEKK2 mut-MEK5	NS3 helicase inh	CRFR2-BP ag	MEKK2wt PB1 HTS	DNA FID counter	GalR3 antagonist	UBC9 SUMO inh	CRFR2-BP antag
CN(C)c1nc(N)nc(-c2ccco2)n1	98	-1	-7	0.8	98	-1	-2	2	10
Cc1ccc(CNS(=O)(=O)c2ccc3c(c2)NC(=O)C(C)S3)cc1 (centres undefined)	103	2	-2	-0.2	105	-29	-7	-9	5
COc1cccc(CNC(=O)CCC2CCCN(Cc3ccc4c(c3)CCO4)C2)c1 (centres undefined)	88	-17	6	-1.0	93	2	-6	19	6
Cc1cc(C)n2nc(C(=O)NC(c3ccccc3)c3ccccc3)nc2n1	99	-2	3	0.4	97	-14	2	7	-2
NS(=O)(=O)c1ccc(NC(=S)N2CCN(c3cccc(Cl)c3)CC2)cc1	99	0	-3	0.3	98	-2	-8	-2	12
COc1ccc(-n2nc(C(=O)NCC(=O)NCCc3ccc(OC)c(OC)c3)c3ccccc3c2=O)cc1Cl	101	-2	9	1.7	103	-34	-1	-8	-5
CCn1c(-c2ccccc2Cl)nn(CC(=O)Nc2cc(Cl)ccc2Cl)c1=S	104	10	2	16	102	-3	-3	22	13
Cc1cc(N2C(=O)C3CC=CC(C)C3C2=O)no1 (centres undefined)	110	3	-6	-0.6	103	0	3	-16	-1
CC1CCN(C(=O)c2ccc(-n3cnnn3)cc2)CC1	95	2	-4	2.5	107	-3	2	-27	2
Cc1ccccc1NC(=O)N(CCc1nc2ccccc2[nH]1)Cc1ccccc1	95	5	-16	2.3	94	-10	4	6	1
CSc1nc(C)cc(Oc2ccc(OCCOc3ccccc3)nn2)n1	100	1	-7	-1.1	94	-25	-1	-40	10
COCCCn1c(SCC(=O)NC2CCCCC2)nc2ccccc2c1=O	97	-3	2	0.1	95	-34	-8	-11	-5
Cc1ccc2c(c1)nnc1nnc(SCC(=O)O)n12	101	1	-4	187*	103	2	-7	28	-137

Some of these compounds in order of SMILES length, rising.
SMILES	MEKK3 PB1 HTS	MEKK2 mut-MEK5	NS3 helicase inh	CRFR2-BP ag	MEKK2wt PB1 HTS	DNA FID counter	GalR3 antagonist	UBC9 SUMO inh	CRFR2-BP antag
Cc1cc(N2C(=O)C3CC=CC(C)C3C2=O)no1 (centres undefined)	110	3	-6	-0.6	103	0	3	-16	-1
COCCCn1c(SCC(=O)NC2CCCCC2)nc2ccccc2c1=O	97	-3	2	0.1	95	-34	-8	-11	-5
COc1cccc(CNC(=O)CCC2CCCN(Cc3ccc4c(c3)CCO4)C2)c1 (centres undefined)	88	-17	6	-1.0	93	2	-6	19	6
COc1ccc(-n2nc(C(=O)NCC(=O)NCCc3ccc(OC)c(OC)c3)c3ccccc3c2=O)cc1Cl	101	-2	9	1.7	103	-34	-1	-8	-5

These rows are one share of the data; the hit share may differ from the screen's.
